From PubChem
D1 PAM = Potentiators of Human D1 Dopamine Receptor: qHTS; potentiation, % at 10 µM; D(1A) dopamine receptor (Homo sapiens), P21728; AID 504651, 2011; actives 0.036% (n = 360,000); HEK293 TREx D1 cells, calcium flux, dopamine EC20 potentiation; in the data active = potentiation above about 30%; note: 0% is about no effect
D1 ag = Allosteric Agonists of the Human D1 Dopamine Receptor: qHTS; activation, % at 2 µM; D(1A) dopamine receptor (Homo sapiens), P21728; actives 1% (n = 360,000); HEK293 T-REx D1 cells, calcium flux, agonist mode; in the data active = activation above about 30%; note: 0% is about no effect
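Inducible HEK293 T-REx D1 cells, force-coupled to calcium signalling, were plated at 4000 cells/well with tetracycline and held overnight at 30 C. After no-wash calcium dye loading, compound-evoked calcium rise over 180 s flagged agonists.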
RXFP1 antagonist = qHTS Assay for Antagonists of the Relaxin Receptor RXFP1; Relaxin receptor 1 (Homo sapiens), Q9HBX9; HEK293-RXFP1, relaxin-stimulated cAMP HTRF, 30 min; hits give low values; actives 0.59% (n = 350,000); AID 1259400, 2018; activity change, negative = inhibition, % at 57.5 µM;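 active = activity change of -60% or lower, but not beyond a set lower limit; inconclusive = change between -60% and -40%, or beyond the set limit; inactive = change above -40%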; note: % is set by controls: 0 for no effect and ±100 for the full control effect
RXFP1 ag = qHTS Assay for Agonists of the Relaxin Receptor RXFP1. Relaxin receptor 1 (Homo sapiens), Q9HBX9. HEK293T-RXFP1 cAMP TR-FRET, 30 min; response scale: percent of porcine relaxin response, buffer zero. Potency, µM (highest dose often 57.5 µM), for inactives: at the highest dose activation, usual class: activators. actives 0.3% (n = 370,000). AID 2676, 2010; note: potency is the fitted concentration of half-maximal effect; % is set by controls: 0 for no effect and ±100 for the full control effect; nearly all actives have a fitted effect of over 60% in size; many of its hits are not listed in these tables
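HEK293 cells stably expressing RXFP1, treated 30 min at 37C with compounds plus PDE4 inhibitor Ro 20174; cAMP measured by HTRF TR-FRET. Normalized to buffer and 29 nM porcine relaxin; EC50 by Hill fit.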
D1 antag = Antagonist of Human D 1 Dopamine Receptor: qHTS | D(1A) dopamine receptor (Homo sapiens), P21728 | HEK293 TREx D1 cells, calcium flux, dopamine EC80; hits give low values | actives 3.2% (n = 360,000) | AID 504652, 2011 | activity change, negative = inhibition, % at 10 µM; in the data active = activity change below about -30%; note: % is set by controls: 0 for no effect and ±100 for the full control effect
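HEK293 T-REx cells expressing inducible, force-coupled D1 receptor; no-wash Ca dye, 30–90 min RT. Cmpd → 180 s read at 1 Hz → EC80 DA → 180 s read.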
TRHR enhancer = qHTS for Small Molecule Agonists and Allosteric Enhancers of Human TRH Receptor: Primary Screen for Enhancers; Thyrotropin-releasing hormone receptor (Homo sapiens), P34981; TRHR cells, fluo-8 calcium fluorescence, EC20 TRH enhancement; enhancement, % at 2 µM; actives 0.66% (n = 360,000); in the data active = enhancement above about 30%; note: 0% is about no effect
Target sequence (P34981 whole entry, looked up): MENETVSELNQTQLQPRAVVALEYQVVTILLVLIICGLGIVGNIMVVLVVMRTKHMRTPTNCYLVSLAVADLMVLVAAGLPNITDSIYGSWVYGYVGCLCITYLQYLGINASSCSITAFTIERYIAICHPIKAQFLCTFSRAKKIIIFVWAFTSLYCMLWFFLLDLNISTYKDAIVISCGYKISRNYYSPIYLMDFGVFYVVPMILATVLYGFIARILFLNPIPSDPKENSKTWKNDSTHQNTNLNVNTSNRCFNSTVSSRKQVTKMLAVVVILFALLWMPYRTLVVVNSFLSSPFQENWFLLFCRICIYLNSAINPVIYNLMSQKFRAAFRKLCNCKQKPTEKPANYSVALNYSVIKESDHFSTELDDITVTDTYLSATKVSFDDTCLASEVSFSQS
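TRHR-expressing cells loaded with fluo-8 calcium dye were read kinetically (ex 480/em 530) during compound addition, then stimulated with an EC20 of TRH (10 nM final). Enhancement of the Gq-mediated intracellular calcium response was scored.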
TRHR agonist = qHTS for Small Molecule Agonists and Allosteric Enhancers of Human TRH Receptor: Primary Screen for Agonists. actives 0.18% (n = 360,000). activation, % at 2 µM. Thyrotropin-releasing hormone receptor (Homo sapiens), P34981. TRHR cells, calcium flux fluo-8, FDSS agonist mode; in the data active = activation above about 30%; note: 0% is about no effect
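Read-out: compound-evoked intracellular calcium rise in TRHR cells, fluo-8 dye, kinetic FDSS fluorescence at 1 s/cycle following a 10-cycle baseline. Cells cultured overnight before dye loading (30 min–1.5 h, RT).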
Anesthetic bind = qHTS Assay for Identification of Novel General Anesthetics; apoferritin/1-aminoanthracene competitive binding, fluorescence; Potency, µM (highest dose often 77.5 µM), inactives show top-dose activity change, negative = displacement, hits mostly inhibitors; actives 0.074% (n = 350,000); note: potency is the fitted concentration of half-maximal effect; % is set by controls: 0 for no effect and ±100 for the full control effect; nearly all actives have a fitted effect of over 20% in size
Target sequence (P02791 2-175 limits assumed): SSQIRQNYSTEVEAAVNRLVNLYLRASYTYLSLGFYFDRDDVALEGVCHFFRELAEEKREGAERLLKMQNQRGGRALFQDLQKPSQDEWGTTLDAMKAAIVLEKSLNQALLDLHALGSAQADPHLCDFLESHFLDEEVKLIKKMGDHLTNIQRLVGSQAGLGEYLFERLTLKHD
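Horse-spleen apoferritin (10 uM) in 50% saturated 1-aminoanthracene in PBS was incubated 10 min at room temperature with compound. Fluorescence (ex 380, em 535 nm) was normalized to free and bound 1-AMA, with concentration-response fitted by a four-parameter Hill equation.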
D2 potentiator = HTS Assay for Positive Allosteric Modulators of the Human D2 Dopamine Receptor: Primary Screen for Potentiators. D(2) dopamine receptor (Homo sapiens), P14416. AID 485347, 2010. potentiation, % at 10 µM. HEK293 T-REx D2, calcium flux, EC20 dopamine potentiation. actives 0.34% (n = 340,000);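 active = potentiation over 3 SD above the plate norm, cut at about 30% in these data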; note: 0% is about no effect
Target sequence (P14416 whole entry, looked up): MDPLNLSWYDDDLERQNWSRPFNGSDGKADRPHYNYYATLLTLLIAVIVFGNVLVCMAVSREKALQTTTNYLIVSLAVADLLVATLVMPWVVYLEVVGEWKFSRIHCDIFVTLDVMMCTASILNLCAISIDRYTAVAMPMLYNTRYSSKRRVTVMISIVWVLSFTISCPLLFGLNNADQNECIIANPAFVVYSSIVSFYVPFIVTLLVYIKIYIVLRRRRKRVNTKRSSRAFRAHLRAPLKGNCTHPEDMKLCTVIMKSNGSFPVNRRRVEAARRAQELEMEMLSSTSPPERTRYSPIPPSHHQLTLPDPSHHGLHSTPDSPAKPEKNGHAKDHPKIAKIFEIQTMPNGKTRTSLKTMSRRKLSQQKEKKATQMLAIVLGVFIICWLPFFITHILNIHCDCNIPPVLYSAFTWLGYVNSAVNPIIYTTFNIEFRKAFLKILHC
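Potentiation of an EC20 dopamine calcium response is measured in a force-coupled, tetracycline-inducible Hek293 Trex D2 line. Compound-only kinetic reads over 180 s flag agonists before dopamine addition.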
Numbers without * were called inactive; ? = inconclusive; . = no result given; & = joins results of further samples. Unless noted, calls come from the whole dose curve; as a rule, active = well fitted curve in the direction sought with a large enough effect; inconclusive = small, poorly fitted or top-dose-only effect, or another doubt; inactive = no such curve, though single readings can be large; an effect the other way counts as inactive or inconclusive. Not all compounds are listed (hit frequency here may not be typical).

cpd	Structure	D1 PAM	D1 ag	RXFP1 antagonist	RXFP1 ag	D1 antag
1	Cc1onc(-c2c(Cl)cccc2Cl)c1C(=O)Nc1ccc2c(c1)OCO2	-5.8	0.3	16.0	1.9%	-18.2
2	COc1ccc(N2CCN(C(CNC(=O)C(=O)NC3CCCC3)c3ccco3)CC2)cc1 (configuration not stated)	-3.9	4.5	-4.9	1.5%	-6.8
3	COc1ccc(S(=O)(=O)N2CCCCCC2)cc1C(=O)N(C)CC(=O)Nc1ccccc1Br	-5.8	-1.2	3.5	3.5%	8.1
4	Cc1cc2c(cc1S(=O)(=O)NCc1ccccc1)OCC(=O)N2	-5.5&-3.8	0.6&0.2	-3.0&1.3	-0.5%&2.1%	21.8&-1.6
5	CCn1ncc(CN2CCN(C(=O)Nc3ccccc3C(=O)OC)CC2)c1C	-0.1	6.5	10.7	-0.2%	2.0
6	Cc1ccc(N2CC(NC(=O)CCc3ccccc3)CC2=O)cc1 (configuration not stated)	3.1	-3.5	0.3	-1.1%	.
7	COc1ccc(N2CCN(CCCNC(=O)CN3CCN(Cc4ccccc4C)C3=O)CC2)cc1	-1.4	6.5	11.0	0.4%	-8.9
8	O=C(NNC(=O)c1csc(-c2cnccc2C(F)(F)F)n1)c1ccc(C(F)(F)F)cc1	-3.2	0.9	-20.8	-0.5%	2.9
9	N#Cc1cc(-c2ccccc2)nnc1Sc1ccc(F)cc1	-5.7	0.1	-6.5	4.2%	7.5
10	Cc1cccnc1NC(=O)Nc1cccc(Cl)c1	-1.5	3.4	12.0	-0.2%	-4.4

cpd	TRHR enhancer	TRHR agonist	Anesthetic bind	D2 potentiator
1	3.1	-0.3	-11.7%	-0.4
2	-1.6	-0.6	.	6.2
3	20.6	-0.1	.	-4.8
4	-1.8&0.6	0.3&-0.1	-7.4%&-7.0%	3.0&-4.1
5	11.9	-1.1	2.7%	7.7
6	3.9	0.3	8.3%	-2.0
7	1.5	0.8	-6.2%	-25.0
8	-8.0	-0.9	-8.0%	5.6
9	0.4	-0.4	-19.1%	7.6
10	32.1*	0.1	-5.0%	27.2

More structures follow.
cpd	Structure	D1 PAM	D1 ag	RXFP1 antagonist	RXFP1 ag	D1 antag
11	Cc1ccc(N2C(=O)SC(N(CC(=O)O)c3ccc(C)cc3)C2=O)cc1 (configuration not stated)	1.3	6.7	-5.5	0.3%	-3.3
12	C=CCc1ccccc1OCC(O)CNC1CCCC1 (configuration not stated)	-5.5	20.7	-1.5	0.2%	-3.3
13	CCCCCC(=O)NNC(=O)c1ccc(F)cc1	-6.2	2.3	0.8	0.4%	-0.3
14	CC1CCN(c2nc(-c3ccccc3)cc(C(F)(F)F)n2)CC1	1.9	2.8	-1.4	1.9%	-16.4
15	C(=C\c1ccccc1)/C=N/Nc1nc(N2CCOCC2)nc(N2CCOCC2)n1	0.1	0.1	-3.8	1.2%	21.4
16	Clc1ccccc1OCCN1CCC(Cc2ccccc2)CC1	-13.4	29.8	-22.4	4.2%	-42.2*
17	Cc1ccc(NC(=O)Cc2coc3ccc(C(C)C)cc23)cc1Cl	0.3	38.5*	-25.6	0.0%	-2.1
18	Cc1ccc(-n2c(C)cc(=O)cc2C)c(C)c1	-5.0	0.8	6.1	-5.1%	-25.8
19	COc1ccc(C(=O)CSc2nc(C)cc(C)n2)cc1C	1.2	3.3	-1.6	1.1%	2.9
20	Nn1c(=S)[nH]nc(Cc2ccc(O)cc2)c1=O	-5.8	2.7	2.3	-0.3%	-7.2

cpd	TRHR enhancer	TRHR agonist	Anesthetic bind	D2 potentiator
11	9.7	-1.3	-0.3%	-2.6
12	10.8	0.5	-9.1%	-10.0
13	3.2	0.1	-11.7%	4.9
14	9.3	1.1	-10.6%	4.5
15	1.8	0.0	-6.7%	4.0
16	1.9	-0.2	-21.5%	-19.9
17	2.9	-1.3	-1.0%	-3.5
18	1.5	0.4	1.9%	9.3
19	-6.6	-0.9	-19.3%	7.5
20	21.1	0.8	-9.5%	-5.7

The final six records of the section before are carried over, then new ones follow.
cpd	Structure	D1 PAM	D1 ag	RXFP1 antagonist	RXFP1 ag	D1 antag
15	C(=C\c1ccccc1)/C=N/Nc1nc(N2CCOCC2)nc(N2CCOCC2)n1	0.1	0.1	-3.8	1.2%	21.4
16	Clc1ccccc1OCCN1CCC(Cc2ccccc2)CC1	-13.4	29.8	-22.4	4.2%	-42.2*
17	Cc1ccc(NC(=O)Cc2coc3ccc(C(C)C)cc23)cc1Cl	0.3	38.5*	-25.6	0.0%	-2.1
18	Cc1ccc(-n2c(C)cc(=O)cc2C)c(C)c1	-5.0	0.8	6.1	-5.1%	-25.8
19	COc1ccc(C(=O)CSc2nc(C)cc(C)n2)cc1C	1.2	3.3	-1.6	1.1%	2.9
20	Nn1c(=S)[nH]nc(Cc2ccc(O)cc2)c1=O	-5.8	2.7	2.3	-0.3%	-7.2
21	Cc1nc(-c2ccc(O)c(O)c2)cs1	-6.8	1.9	.	-0.2%	-0.9
22	Cc1ccc(NC(=O)N2CCC(NC(=O)c3ccco3)CC2)cc1	1.5	2.3	-10.9	-2.0%	18.5
23	Cc1c(C)c2c(OCC(=O)N[C@@H](CC(C)C)C(=O)O)cc3c(c2oc1=O)CCC(C)(C)O3	-0.8	1.3	-18.8	7.7%	-0.3
24	Cc1cccc(C)c1NC(=O)c1sccc1SCC#N	-1.8	1.9	15.1	0.4%	0.7
25	Cc1ccc2c(c1)=C(c1ccccc1)N(O)CC(=O)N=2	2.4	4.1	-7.6	-3.0%	-2.2
26	CC(C)=NOCC(=O)Nn1c(COc2ccccc2)nc2ccccc2c1=O	-15.1	2.1	8.6	-0.5%	7.5
27	CCCc1cnc(N2CCN(C(=S)NC)CC2)nc1	-2.6	2.9	1.8	0.6%	12.0
28	Oc1[nH]c2ccccc2c1N=NC(=S)NCCc1ccccc1	-11.6	4.1	10.2	-0.2%	-30.3*
29	O=C(Cn1cnc2ccccc2c1=O)NCc1ccco1	-7.4	2.3	12.1	3.9%	-0.7
30	C=C(C)CSc1nc(N)c(C#N)c(-c2ccc(C)cc2)c1C#N	-10.9	2.8	-18.0	3.1%	-14.6

cpd	TRHR enhancer	TRHR agonist	Anesthetic bind	D2 potentiator
15	1.8	0.0	-6.7%	4.0
16	1.9	-0.2	-21.5%	-19.9
17	2.9	-1.3	-1.0%	-3.5
18	1.5	0.4	1.9%	9.3
19	-6.6	-0.9	-19.3%	7.5
20	21.1	0.8	-9.5%	-5.7
21	1.3	0.2	?	.
22	10.7	-0.7	7.6%	8.5
23	-0.9	-0.8	10.6%	10.5
24	-3.4	-0.2	-14.9%	-2.9
25	-10.2	1.1	4.2%	-0.1
26	-0.5	-0.6	-7.7%	15.1
27	-5.4	0.0	-7.9%	-6.4
28	-0.3	-1.0	-12.7%	-13.8
29	-4.6	0.1	-3.9%	11.8
30	-0.4	0.8	?	-12.4

(further entries)
cpd	Structure	D1 PAM	D1 ag	RXFP1 antagonist	RXFP1 ag	D1 antag
31	CCOC(=O)c1oc2ccccc2c1COC(=O)C(C)NC(=O)c1ccco1 (configuration not stated)	-2.2	1.8	-2.1	-1.5%	24.0
32	Cc1ccc2c(Cl)cc(Cl)c(OCC(=O)N3CCOCC3)c2n1	-1.9	1.9	3.9	1.2%	2.9
33	Fc1ccc(F)c(NC(=S)NCCc2ccccc2)c1	1.0	5.7	-16.9	1.2%	-8.9
34	Cc1ncc(CN2CCC(C(=O)Nc3cccc(-c4cscn4)c3)CC2)cn1	1.0	0.1	-17.4	0.0%	4.9
35	O=C(COc1ccccc1)N(Cc1cccc(F)c1)C1CCS(=O)(=O)C1 (configuration not stated)	-0.2	-0.4	5.4	-0.1%	-4.2
36	Cc1cc2c(ncn2C)c(NS(=O)(=O)c2ccccc2Cl)c1C	-6.5	2.5	13.3	0.4%	-3.3
37	Cc1occc1-c1nc(-c2ccccn2)no1	3.1	0.7	-6.4	2.2%	-1.9
38	Cc1nn(-c2ccccc2)c(C)c1/C=N/n1c(-c2ccc(Cl)cc2)n[nH]c1=S	-5.6	1.2	-16.9	1.2%	6.9
39	CCn1c(SCc2cccc(Br)c2)nnc1-c1nonc1NC(C)=O	3.1	6.7	-10.5	1.7%	12.6
40	COc1ccc(-n2c(Cc3cccn3C)nnc2SCC(=O)Nc2ccc(Cl)cc2)cc1	0.6	7.2	.	1.6%	4.9

cpd	TRHR enhancer	TRHR agonist	Anesthetic bind	D2 potentiator
31	-8.7	-0.4	.	3.2
32	0.2	-0.1	.	-4.8
33	-3.3	0.3	-17.1%	0.2
34	-2.3	-1.3	-8.1%	-6.3
35	-0.5	-0.1	-0.7%	-1.7
36	2.9	-0.8	-11.9%	4.4
37	0.6	-0.1	-14.9%	.
38	-9.6	-0.6	-10.9%	-5.8
39	-5.6	-1.4	?	6.2
40	5.0	-0.3	?	-1.3

The results go on.
cpd	Structure	D1 PAM	D1 ag	RXFP1 antagonist	RXFP1 ag	D1 antag
41	C/C(=N\Nc1cccc(C(=O)O)c1)c1ccc2c(c1)Nc1ccccc1S2	-3.5	4.3	-10.0	1.3%	4.2
42	CCOc1ccc(S(=O)(=O)N2CCCC(C(=O)NCc3cccnc3)C2)cc1Cl (configuration not stated)	-4.3	1.0	-10.6	0.4%	-9.4
43	CN1CCN(C(=O)N2c3ccccc3C=Cc3ccccc32)CC1	-7.0	3.0	2.5	-1.1%	3.3
44	COC(=O)c1c(NC(=O)COC(=O)c2ccc(NC(=O)CC#N)cc2)sc2c1CCCCC2	0.6	0.4	2.1	0.8%	4.8

cpd	TRHR enhancer	TRHR agonist	Anesthetic bind	D2 potentiator
41	-1.5	0.9	-3.2%	9.6
42	8.0	-0.4	-11.0%	-1.5
43	0.3	-0.3	-6.8%	-17.8
44	3.5	-0.1	-8.5%	-5.3
